High-throughput results from PubChem.
TR-FRET SRC-2 ct: flags TR-FRET format artefacts in PPARgamma SRC-2 recruitment agonist screen. TR-FRET artefact counter-screen; stronger effect = higher value. TR-FRET ratio at 8 µM. 200,000 compounds, 0.4% hits. AID 1049; in the data active = TR-FRET ratio above about 2000; also: inactives centre near 1500
PPARg SRC-2 ag: agonists of SRC-2 recruitment by human PPARgamma; PPARgamma LBD-SRC-2 recruitment, biochemical; 200,000 compounds, 0.34% hits; activation, % at 8 µM; AID 1032; in the data active = activation above about 22%;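 also: 0% = vehicle and 100% = reference agonist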
Target sequence (P37231 whole entry, looked up, the tested form may be a part): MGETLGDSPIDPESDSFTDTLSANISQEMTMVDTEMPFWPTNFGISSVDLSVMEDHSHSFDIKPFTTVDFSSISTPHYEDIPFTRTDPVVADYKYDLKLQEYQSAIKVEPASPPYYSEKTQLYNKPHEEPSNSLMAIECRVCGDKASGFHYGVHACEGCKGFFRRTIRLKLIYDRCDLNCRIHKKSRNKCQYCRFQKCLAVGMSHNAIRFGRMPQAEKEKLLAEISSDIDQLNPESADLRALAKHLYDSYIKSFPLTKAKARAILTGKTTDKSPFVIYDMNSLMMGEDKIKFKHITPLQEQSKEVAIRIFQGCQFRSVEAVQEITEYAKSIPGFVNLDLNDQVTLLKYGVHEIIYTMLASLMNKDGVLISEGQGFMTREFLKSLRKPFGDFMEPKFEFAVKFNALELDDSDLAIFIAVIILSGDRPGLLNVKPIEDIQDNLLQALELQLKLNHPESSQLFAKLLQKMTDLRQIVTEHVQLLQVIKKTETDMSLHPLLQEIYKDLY
S1P3 antagonist: blocks the human S1P3 receptor; Q99500; CHO S1P3 NFAT-BLA reporter, FRET fluorescence, antagonist mode; inhibition, % at 4.98 µM; 170,000 compounds, 0.27% hits; AID 485;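 active = inhibition above the plate cutoff, the mean inhibition of test wells on that plate plus 3 SD, cut at about 28% in these data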;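 also: cells challenged with S1P at its EC80 of 0.8 µM; blue over green emission ratio from cleaved BLA substrate after 4 h stimulation; 0% = S1P-stimulated wells and 100% = unstimulated DMSO-only wells; some compounds past the cut are filed as inactive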
G6PDH CS: L. mesenteroides G6PDH inhibition counter-screen | Purified L. mesenteroides G6PDH, diaphorase/resazurin coupled fluorescence, 45 min | inhibition, % at 5 µM | 200,000 compounds, 0.12% hits | AID 1020; in the data active = inhibition above about 50%
PMI activator: activators of human phosphomannose isomerase | purified human PMI, coupled resazurin fluorescence, 20 min; stronger effect = higher value; 1 = vehicle control, 0 substrate-free wells | P34949 | activation factor at 20 µM | 190,000 compounds, 0.005% hits;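 active = activation factor of 2 or more at 20 µM, relative to plate controls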
Target sequence (P34949 whole entry, looked up): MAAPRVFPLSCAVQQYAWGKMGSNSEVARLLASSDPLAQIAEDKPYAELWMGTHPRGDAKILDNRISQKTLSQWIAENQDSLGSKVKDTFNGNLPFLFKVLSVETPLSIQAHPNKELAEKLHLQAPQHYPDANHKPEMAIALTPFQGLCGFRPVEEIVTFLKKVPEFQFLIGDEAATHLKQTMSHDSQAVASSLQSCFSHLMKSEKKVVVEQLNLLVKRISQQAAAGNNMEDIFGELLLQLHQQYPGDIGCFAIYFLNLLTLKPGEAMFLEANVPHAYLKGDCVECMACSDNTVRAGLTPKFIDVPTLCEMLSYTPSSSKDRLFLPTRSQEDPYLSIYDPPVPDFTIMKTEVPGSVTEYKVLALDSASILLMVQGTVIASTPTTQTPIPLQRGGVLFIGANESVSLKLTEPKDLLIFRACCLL
Diaphorase inh: inhibits diaphorase or chemically oxidizes, flagging diaphorase assay artifacts; AID 1217; 190,000 compounds, 0.69% hits; diaphorase resazurin-to-resorufin fluorescence, NADH, 16 min; bacterial (C. kluyveri) enzyme, not human; inhibition, % at 20 µM;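 active = primary screen inhibition at 20 µM above a set limit, cut at about 50% in these data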;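 also: plate controls were DMSO with full reaction for no effect and wells lacking NADH for full effect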
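Test system: diaphorase enzyme from Clostridium kluyveri; amount: diaphorase at 0.14 U/mL in enzyme working solution; detection: fluorescence of resorufin formed from resazurin, Ex 544/Em 590 nm; times: reaction incubation of 16 min at room temperature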
PMI act hi M6P: PMI (human) activation, high substrate; P34949; coupled PMI enzyme assay, resazurin fluorescence, 20 min; stronger effect = higher value; 1 = untreated enzyme, 0 = substrate-free blank; activation factor at 20 µM; 190,000 compounds, 0.34% hits; AID 1216;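 active = activation factor of 2 or more at 20 µM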
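Test system: human PMI in coupled enzyme assay; Input: PMI at 15 ng/mL final; Medium: HEPES buffer, pH 7.4; Schedule: 20 min incubation at room temperature; Technique: resorufin fluorescence at Ex 544/Em 590 nm; Compound: 20 µM single dose; Probe or stimulus: Near-saturating mannose-6-phosphate, 1.0 mM.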
PPARg SRC3 recr: promotes SRC-3 coactivator recruitment by human PPARgamma | P37231 | biochemical PPARgamma/SRC-3 coactivator recruitment assay | activation, % at 8 µM | AID 731 | 200,000 compounds, 0.26% hits; in the data active = activation above about 23%;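 also: 0% = DMSO and 100% = reference agonist; some compounds past the cut are filed as inactive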
PPARg SRC1 recr: promotes SRC-1 coactivator recruitment by human PPARgamma; P37231; PPARgamma-SRC-1 coactivator recruitment biochemical assay; activation, % at 8 µM; 200,000 compounds, 0.41% hits; AID 631; in the data active = activation above about 19%;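 also: 0% = DMSO and 100% = reference agonist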
Diaph act CS: counter-screen for diaphorase-based assays: diaphorase activators and chemical reducers; 190,000 compounds, 0.005% hits; activation factor at 20 µM; Diaphorase/resazurin coupled assay, resorufin fluorescence, 16 min; stronger effect = higher value; 1 = vehicle wells, 0 = NADH-free wells;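 active = diaphorase activity raised at least twofold by the compound at 20 µM; inactive = activation factor below 2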
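Assay system: bacterial diaphorase enzyme (C. kluyveri) / Input: enzyme 0.07 U/mL final / Medium: 50 mM HEPES pH 7.4 with 4.542 mM MgCl2, 0.005% Tween 20 / Doses: single compound dose of 20 µM, 1% DMSO final / Incubation: 16 min enzyme reaction, ambient temperature / Signal: fluorescence, excitation 544 nm and emission 590 nm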
ROMK primary: modulators of human ROMK potassium channel; P48048; 130,000 compounds, 2% hits; B-score at 10 µM; Tet-inducible ROMK, thallium flux fluorescence; actives lie on both sides;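 active = signal ratio slope over the read window, or its plate-corrected B-score, at least 3 SD from the plate mean, either direction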;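 also: B-score of the F/F0 ratio slope over 7 to 12 s after thallium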
The depositor's hits bear a star; x = not tested or not shown; & = joins results of further samples.

1. CC(C)OC(=O)c1cccc(C(=O)O)n1
2. O=C(Nc1nnc(-c2ccccc2Cl)o1)c1ccc(S(=O)(=O)N2CCCCCC2)cc1
3. Cc1cc(/C=N/NC(=O)c2ccsc2)c(C)n1-c1cnccn1
4. COc1ccccc1NC(=S)N1CCC(C(=O)c2ccc(F)cc2)CC1
5. CCOC(=O)C1CCN(S(=O)(=O)c2ccc3c4c(cccc24)C(=O)N3)CC1
6. C[C@H](NC(=O)c1nc[nH]c1C(=O)NC1CCN(C(=O)OC(C)(C)C)CC1)C(=O)OC(C)(C)C
7. N#CC1=C(N)C2=CCCC[C@H]2[C@H](c2cccc(F)c2)C1(C#N)C#N
8. CN1C(=O)CC(N2CCN(CC(=O)N3CCCC3)CC2)C1=O (stereo not given)
entry no.,1,2,3,4,5,6,7,8
TR-FRET SRC-2 ct,1371,1426,1519,1401,1733,1501,1602,1665
PPARg SRC-2 ag,3,0,5,-8,15,6,12,0
S1P3 antagonist,-23,-3,-11,-8,0,-9,0,-25
G6PDH CS,3,2,4,9,3,14,-2,6
PMI activator,0.8,1.2,1.1,1,0.8,1,1.1,1
Diaphorase inh,43,10,-2,10,24,-4,2,20
PMI act hi M6P,0.8,1.1,1,1,0.8,1,1.2,1
PPARg SRC3 recr,3,9,10,-5,3,-2,-2,-1
PPARg SRC1 recr,0,-2,15,0,2,2,14,7
Diaph act CS,0.6,0.9,1,0.9,0.8,1,1,0.8
ROMK primary,x,x,0.19,-0.28,x,x,-2.5*,x

9. O=C(NCc1cccnc1)c1cc2nc(-c3ccc4c(c3)OCO4)cc(C(F)(F)F)n2n1
10. O=C(O)c1ccccc1C(=O)Nc1ccccn1
11. Cc1ccccc1CN1CCNC1=O
12. O=C(O)c1cccc(CSc2nc(-c3ccc(Cl)cc3)cc(C(F)(F)F)n2)c1
13. Cc1c(-n2c(SCC(=O)NC(C)C)nc3ccccc3c2=O)c(=O)n(-c2ccccc2)n1C
14. Cc1cc(-c2n[nH]c(=S)n2-c2ccc(C)c(C)c2)no1
15. CCCc1nc2c(C)cc(C)cc2c(N)c1CC
16. C=C(C)C1CC=C(C)/C(=N/Nc2ccccc2[N+](=O)[O-])C1 (stereo not given)
entry no.,9,10,11,12,13,14,15,16
TR-FRET SRC-2 ct,1508,1392,1501,1403,1523,1477,1400,1466
PPARg SRC-2 ag,-1,0,12,2,5,2,-3,-3
S1P3 antagonist,4,-19,-17,x,-1,-14,x,-8
G6PDH CS,3,6,7,-1,8,19,-32,-20
PMI activator,0.9,0.9,0.9,0.8,1.1,1,0.9,0.9
Diaphorase inh,12,6,1,11,6,10,16,11
PMI act hi M6P,0.9,0.9,1,1,1,1,0.9,1
PPARg SRC3 recr,2,-3,4,-5,3,0,-12,-2
PPARg SRC1 recr,5,-3,7,-9,-7,6,2,5
Diaph act CS,0.9,0.9,1,0.9,0.9,0.9,0.8,0.9
ROMK primary,x,x,0.095,0.62,0.054,0.37,x,0.6

17. CCOC(=O)C1CCN(Cc2ccc(O)c3ncccc23)CC1
18. COc1ccc(CCN(C(=O)C(F)(F)F)C(C(=O)NC2CCCCC2)c2ccc(C)s2)cc1OC (stereo not given)
19. Cn1c(SCc2ccc(Cl)cc2Cl)nc(C(F)(F)F)cc1=O
20. CCC(C(=O)Nc1cccc(C(=O)O)c1C)c1ccccc1 (stereo not given)
21. CC1=NN(C(=O)COc2ccccc2)C(O)(c2ccccc2)C1 (stereo not given)
22. COC(=O)C(C)Sc1nc2c(cnn2-c2ccc(C)cc2)c(=O)[nH]1 (stereo not given)
23. COc1ccc(CCNC(=O)c2cc(-c3ccc4c(c3)OCO4)on2)cc1OC
24. Cc1ccc(NS(=O)(=O)c2cc(OCC(N)=O)c(C)cc2Cl)cc1C
entry no.,17,18,19,20,21,22,23,24
TR-FRET SRC-2 ct,1690,1714,1506,1470,1768,1711,1670,1476
PPARg SRC-2 ag,11,6,10,-4,3,1,7,1
S1P3 antagonist,-13,x,x,-10,-3,9,-25,x
G6PDH CS,50*,23,9,-8,-5,9,5,9
PMI activator,0.3,0.9,1.1,1,0.9,0.9,1,1.1
Diaphorase inh,73*,18,-19,10,9,16,6,9
PMI act hi M6P,0.3,0.9,1.1,0.9,1,0.9,1.1,1.1
PPARg SRC3 recr,1,12,10,0,1,9,6,-12
PPARg SRC1 recr,0,10,1,-4,-1,12,2,-4
Diaph act CS,0.3,0.8,1.2,0.9,0.9,0.8,0.9,0.9
ROMK primary,0.29,x,-0.075,0.27,-0.0035,x,x,-3.1*

25. CCCCCc1c(O)nc(SCC(=O)NCC2CCCO2)[nH]c1=O (stereo not given)
26. CCOc1ccccc1NC(=O)C(Sc1nnc2ccccn12)c1ccccc1 (stereo not given)
27. Brc1cccc(-c2cnc3n2CCCCC3)c1
28. CC(=O)c1ccc(N2CCN(C(=S)Nc3cccc(F)c3)CC2)cc1
29. O=C(O)/C=C\C(=O)Nc1ccccc1C#Cc1ccc(Br)cc1
30. COc1ccc(-n2c(SCC(=O)Nc3nccs3)nc3c(c2=O)SC(C)C3)cc1 (stereo not given)
31. CC1CCCCN1C(=O)/C=C/c1ccccc1[N+](=O)[O-] (stereo not given)
32. Cc1sc(NC(=O)C2C3C=CC(C3)C2C(=O)O)c(C(N)=O)c1-c1ccc(C(C)C)cc1 (stereo not given)
entry no.,25,26,27,28,29,30,31,32
TR-FRET SRC-2 ct,1443,1594,1418,1496,1555,1639,1245,1410
PPARg SRC-2 ag,1,5,0,0,-4,4,-3,-11
S1P3 antagonist,-17,-6,x,x,x,-16,-46,-1
G6PDH CS,5,-8,5,2,-22,-30,12,1
PMI activator,1.1,1,1.1,1,0.9,0.9,0.9,1.1
Diaphorase inh,2,-1,-10,4,30,29,3,11
PMI act hi M6P,1.1,1.1,1.2,1,0.9,0.8,0.8,1
PPARg SRC3 recr,-20,2,-7,4,7,0,-3,-4
PPARg SRC1 recr,-2,10,-1,12,4,4,-3,-3
Diaph act CS,1,1,1.1,1,0.7,0.7,1,0.9
ROMK primary,-1.3,x,-0.28,x,x,x,-0.048,0.073

33. C/C(CS(=O)(=O)c1ccc(Cl)cc1)=N/NC(N)=S
34. Cn1c(=O)n(C)c2cc(S(=O)(=O)NCC(=O)O)ccc21
35. Cc1nn(Cc2cccc(C(=O)Nn3cc([N+](=O)[O-])cn3)c2)c(C)c1[N+](=O)[O-]
36. COc1ccc(S(=O)(=O)N2CCN(c3ccccn3)CC2)cc1OC
37. Cc1cc(C)cc(NCCC#N)c1
38. CCC/C(O)=N\S(=O)(=O)c1ccc(N=NN(C)C)cc1
39. CSc1nnc(-c2cccs2)n1-c1ccccc1
40. COCCCNC(=O)c1ccc2c(c1)OCO2
entry no.,33,34,35,36,37,38,39,40
TR-FRET SRC-2 ct,1540,1535,1473,1434,1489,1590,1638,1393
PPARg SRC-2 ag,-4,1,9,-3,-2,-2,9,-6
S1P3 antagonist,-14,-9,15,-10,7&0,x,2,-5
G6PDH CS,5,2,5,12,-2,2,-2,22
PMI activator,0.9,1,1.1,1,0.9,1.1,0.9,0.8
Diaphorase inh,13,-4,5,0,5,0,8,20
PMI act hi M6P,1,1.1,1.1,1.1,1,1.1,1,0.8
PPARg SRC3 recr,-3,-1,-4,1,2,4,9,-19
PPARg SRC1 recr,4,1,-2,1,4,-3,0,-4
Diaph act CS,0.9,1,1,1,0.9,1,0.9,0.8
ROMK primary,x,-0.018,x,x,0.13,0.056,x,-0.23

From entry 37 up to 40, copied from above:
37. Cc1cc(C)cc(NCCC#N)c1
38. CCC/C(O)=N\S(=O)(=O)c1ccc(N=NN(C)C)cc1
39. CSc1nnc(-c2cccs2)n1-c1ccccc1
40. COCCCNC(=O)c1ccc2c(c1)OCO2
entry no.,37,38,39,40
TR-FRET SRC-2 ct,1489,1590,1638,1393
PPARg SRC-2 ag,-2,-2,9,-6
S1P3 antagonist,7&0,x,2,-5
G6PDH CS,-2,2,-2,22
PMI activator,0.9,1.1,0.9,0.8
Diaphorase inh,5,0,8,20
PMI act hi M6P,1,1.1,1,0.8
PPARg SRC3 recr,2,4,9,-19
PPARg SRC1 recr,4,-3,0,-4
Diaph act CS,0.9,1,0.9,0.8
ROMK primary,0.13,0.056,x,-0.23

The listing continues:
41. COc1ccc2ccc(=O)oc2c1CC=C(C)C
42. CS(=O)(=O)c1ccccc1-c1nc(-c2ccc(C(F)(F)F)cc2)no1
43. O=C1C2C3C=CC(C3)C2C(=O)N1/N=C/c1cn(Cc2ccc(F)cc2)c2ccccc12 (stereo not given)
44. CCCOc1ccc(Br)cc1/C=N/NC(=O)c1cc(OC)c(OC)c(OC)c1
entry no.,41,42,43,44
TR-FRET SRC-2 ct,1510,1599,1607,1625
PPARg SRC-2 ag,14,6,7,-2
S1P3 antagonist,-1,x,x,-5
G6PDH CS,5,9,2,10
PMI activator,1,0.9,0.9,1
Diaphorase inh,16,0,22,8
PMI act hi M6P,1,1,0.9,1.1
PPARg SRC3 recr,-1,9,9,0
PPARg SRC1 recr,2,-1,8,4
Diaph act CS,0.8,1,0.8,0.9
ROMK primary,-0.43,x,-2,1.2
